PolyA inhibitor: polyadenylation inhibitors in yeast reporter cells, primary screen, luminescence, S. cerevisiae; S. cerevisiae SKY197-pL101 polyadenylation reporter, beta-gal luminescence; efflux-impaired pdr1/pdr3 knockout yeast; score 100 = 6 SD above DMSO; calls only at 12 µM; 300,000 compounds, 0.02% hits; AID 1875, 2009;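 active = lowest replicate activity score at least 50, where 100 means six control SD above control mean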;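 also: yeast exposed to compound for 9 h at 30 °C; higher score means more reporter readthrough which indicates perturbed polyadenylation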
MrgX1 agonist: agonists of human MrgX1 receptor, primary screen, HEK293 cells, Fluo-4 calcium flux | Mas-related G-protein coupled receptor member X1 (Homo sapiens), Q96LB2 | Fluo-4 calcium fluorescence, agonist mode; hits give high values | B-score at 10 µM | 310,000 compounds, 0.44% hits | AID 588627, 2011;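 active = calcium response B-score plate-corrected fluorescence ratio at least 3 library SD, with starting fluorescence B-score inside 5 SD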
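Assay system: stable human MrgX1 HEK293 cell line. Quantity: 15,000 cells per well. Schedule: cells plated overnight, dye loaded 0.5 h 37 °C, 0.5 h room temperature. Detection: Fluo-4 NW calcium-flux fluorescence, kinetic read. Read-out basis: peak-minus-minimum fluorescence over baseline, converted to B scores. Control set: positive and negative control wells on each plate.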
TRPC4 agonist: activators of mouse TRPC4 channel, primary screen, Fluo4 calcium, HEK293 TRPC4beta/mu-opioid cells | Short transient receptor potential channel 4 (Mus musculus), Q9QUQ5 | B-score at 10 µM | Fluo4 calcium fluorescence; hits give high values | 310,000 compounds, 0.49% hits;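 active = B-score above 5 SD of library B-scores, and initial fluorescence ratio not above library mean plus 5 SD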;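 also: positive B-score marks a calcium rise read as TRPC4 activation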
Target sequence (Q9QUQ5 whole entry, looked up): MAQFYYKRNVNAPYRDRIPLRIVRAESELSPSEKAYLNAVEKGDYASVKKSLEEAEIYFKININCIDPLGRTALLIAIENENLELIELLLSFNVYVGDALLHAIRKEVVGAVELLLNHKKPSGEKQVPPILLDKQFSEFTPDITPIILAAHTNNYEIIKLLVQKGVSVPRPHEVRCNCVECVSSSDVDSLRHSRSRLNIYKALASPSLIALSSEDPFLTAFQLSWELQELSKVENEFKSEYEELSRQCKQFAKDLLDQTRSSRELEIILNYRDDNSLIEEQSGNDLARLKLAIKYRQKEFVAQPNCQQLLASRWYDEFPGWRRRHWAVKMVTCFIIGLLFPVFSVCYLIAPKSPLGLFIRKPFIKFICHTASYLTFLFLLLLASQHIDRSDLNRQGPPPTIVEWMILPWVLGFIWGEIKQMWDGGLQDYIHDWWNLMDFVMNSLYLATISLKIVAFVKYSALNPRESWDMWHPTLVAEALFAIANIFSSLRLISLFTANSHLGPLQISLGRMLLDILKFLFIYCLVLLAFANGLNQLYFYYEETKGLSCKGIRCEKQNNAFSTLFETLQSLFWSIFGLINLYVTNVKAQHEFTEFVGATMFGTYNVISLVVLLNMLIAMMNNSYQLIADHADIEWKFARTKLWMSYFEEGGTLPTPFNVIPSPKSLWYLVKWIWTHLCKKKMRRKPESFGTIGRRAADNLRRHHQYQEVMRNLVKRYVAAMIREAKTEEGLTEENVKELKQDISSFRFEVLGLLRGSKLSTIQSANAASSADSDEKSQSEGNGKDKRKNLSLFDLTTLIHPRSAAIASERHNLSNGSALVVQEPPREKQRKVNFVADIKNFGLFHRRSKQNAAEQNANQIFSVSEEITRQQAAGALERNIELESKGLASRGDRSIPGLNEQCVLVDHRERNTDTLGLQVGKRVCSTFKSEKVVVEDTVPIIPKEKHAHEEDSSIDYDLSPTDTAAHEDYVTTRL
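System – HEK293 cells stably co-expressing mouse TRPC4beta and mu-opioid receptor · Signal – Fluo4 calcium-sensitive dye fluorescence, kinetic, 1 Hz baseline · Benchmarks – buffer (low) and maximal DAMGO (high) · Read-out – B score of integrated fluorescence ratio per well · Incubation – dye loading 45 min room temperature, 110 s kinetic read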
MrgX1 antag: antagonists of human MrgX1 receptor, primary screen, HEK293 cells, Fluo-4 calcium flux | BAM8-22 antagonism; hits give low values | B-score at 10 µM | 310,000 compounds, 1.3% hits | AID 588676, 2011;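 active = calcium-response B-score plate-corrected more than 3 library SD below zero, starting fluorescence within 5 deviations, no agonist response on first addition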;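 also: peak minus trough fluorescence over baseline after final BAM8-22 challenge near maximal dose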
TRPC4 potent: positive allosteric modulators of TRPC4, primary screen, cell-based, mouse TRPC4beta, HEK293 mu-opioid, Fluo-4 calcium | Short transient receptor potential channel 4 (Mus musculus), Q9QUQ5 | DAMGO EC20, Fluo-4 Ca2+ flux; hits give high values | B-score at 10 µM | 310,000 compounds, 0.42% hits | AID 2227, 2009;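 active = B-score of calcium response area above 5 SD of library B-scores, with initial fluorescence ratio within 5 SD of library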;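 also: B-score of integrated fluorescence ratio over time as area under calcium response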
HIF activator: HIF pathway transcriptional activators, primary screen, cell-based, U2OS HRE-luciferase, luminescence | U2OS HRE-luciferase reporter; normalized: DMSO 0%, desferrioxamine 100% | activation, % at 7.5 µM (by protocol) | 300,000 compounds, 0.32% hits;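 active = mean activation of at least 10% of the iron chelator positive control signal, with at least half of replicates also reaching 10%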
TRPC6 inh: mouse TRPC6 channel inhibitors, primary screen, cell-based, HEK293, membrane potential dye; Short transient receptor potential channel 6 (Mus musculus), Q61143; ACh-evoked depolarization; hits give low values; B-score at 10 µM; 310,000 compounds, 1.1% hits; AID 2553, 2010;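 active = B-score under library mean minus 3 SD, initial fluorescence not abnormally high, positive integrated signal ratio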;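 also: B-score derived from integrated fluorescence ratio over the kinetic read; more negative B-score means stronger inhibition of depolarization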
AI-2 QS mod: Vibrio harveyi AI-2 quorum sensing modulators, primary screen, JMH597 strain, luminescence/OD600 ratio; Vibrio harveyi JMH597 AI-2 luminescence/OD600 ratio, 9 h; hits give low values; strain lacks LuxN and CqsS sensors; 0 = neutral-control median; activity change, % at 7.5 µM; 300,000 compounds, 0.4% hits; AID 2094, 2009; in the data active = activity change below about -75%, passing the limit was not always enough;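 also: luminescence divided by OD600 gain over 9 h not by final OD600 alone; inactives centre near 13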
TRPC6 act: mouse TRPC6 channel activators, primary screen, cell-based, HEK293, membrane potential dye; Short transient receptor potential channel 6 (Mus musculus), Q61143; HEK293-TRPC6 membrane potential dye fluorescence; hits give high values; B-score at 10 µM; 310,000 compounds, 0.13% hits; AID 2550, 2010;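 active = B-score of the integrated fluorescence ratio above library mean plus 3 SD, and starting fluorescence ratio within library mean plus 5 SD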;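 also: higher score means more depolarization so channel activation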
MrgX1 PAM: positive allosteric modulators of MrgX1, primary screen, HEK293 cells, Fluo-4 calcium flux | Mas-related G-protein coupled receptor member X1 (Homo sapiens), Q96LB2 | FDSS; hits give high values | B-score at 10 µM | 310,000 compounds, 0.63% hits;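 active = plate-corrected calcium response at least 3 library SD above typical, normal starting fluorescence, not activating the receptor alone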;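 also: compound read alongside a low EC10 to EC30 dose of BAM8-22 agonist; peak minus trough fluorescence over baseline measured at the second addition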
TRPC4 block: inhibitors of mouse TRPC4 channel, primary screen, Fluo4 calcium, HEK293 TRPC4beta/mu-opioid cells; Short transient receptor potential channel 4 (Mus musculus), Q9QUQ5; DAMGO-evoked Fluo4 calcium flux; hits give low values; B-score at 10 µM; 300,000 compounds, 0.39% hits; AID 2247, 2010;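 active = B-score over 3 SD under the library average, no early fluorescence shift, positive overall ratio signal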
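Material: HEK293 cells with stable TRPC4beta plus mu-opioid receptor expression / Probe or stimulus: DAMGO in two steps, submaximal then maximal / Compound: single concentration per test compound / Technique: kinetic Fluo4 fluorescence imaging of calcium influx / Read-out: per-well B score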
* = called active by the depositor; i = inactive; . = not tested or not shown. These rows are one share of the data (hit frequency here may not be typical).

SMILES | PolyA inhibitor | MrgX1 agonist | TRPC4 agonist | MrgX1 antag | TRPC4 potent | HIF activator | TRPC6 inh | AI-2 QS mod | TRPC6 act | MrgX1 PAM | TRPC4 block
CCCNC(=O)[C@@H]1CCCN1C(=O)C1CCN(S(=O)(=O)c2ccc(C)cc2)CC1 | i | i | i | i | i | -0.7 | i | 35 | i | i | i
O=C(NCCCCCNC(=O)c1ccccn1)c1ccccn1 | i | i | i | i | i | -0.6 | i | 11 | i | i | i
COCCCN(C(=S)Nc1ccc(C)cc1Cl)C(C)c1ccncc1 (stereo not given) | i | i | i | i | i | 0.1 | i | 5 | i | i | i
CC12CCC(C(=O)Nc3ccccc3Br)(C/C1=N\O)C2(C)C (stereo not given) | i | i | i | i | i | -0.2 | i | 21 | i | i | i
Cc1ccc(CNC(=O)c2ccc(C)s2)cc1 | i | i | i | i | i | 1.2 | i | -42 | i | i | i
CCn1cnc2sc(C(=O)N(Cc3ccc(N(C)C)cc3)Cc3ccco3)c(C)c2c1=O | . | i | i | i | i | -0.2 | i | 31 | i | i | i
Cc1nn(C)cc1/C=C(/C#N)C(N)=O | i | i | i | i | i | -0.6 | i | 29 | i | i | i
CC(Oc1ccc(F)cc1)C(=O)N1CCN(c2ncccn2)CC1 (stereo not given) | i | i | i | i | i | -0.3 | i | 2 | i | i | i
COc1ccc2c(c1)CC[C@@H]1[C@@H]2CC[C@]2(C)[C@@H](C(C)=O)C[C@@H]12 | i | i | i | i | i | -0.1 | i | 12 | i | i | i
Cc1cc(C(=O)OCC(=O)NC2CCS(=O)(=O)C2)c2ccccc2n1 (stereo not given) | i | i | i | i | i | -0.3 | i | -4 | i | i | i
COc1cc(/C=N\Nc2cc(=O)n(C)c(=O)n2C)ccc1O | i | i | i | i | i | 0.2 | i | 13 | i | i | i
CCc1cc(C(=O)c2ccc(OC)cc2)c(NC(=O)CN2CCCCC2)s1 | i | i | i | i | i | -0.5 | i | 1 | i | i | i
CCOC(=O)COc1ccc(C(=O)Nc2cccc(Cl)c2C)cc1 | i | i | i | i | i | -0.4 | i | 29 | i | i | i
CCOC(=O)CSc1nc2cc3c(cc2cc1CC)OCCO3 | i | i | i | i | i | -0.3 | i | 4 | i | i | i
COc1ccc(C(=O)NC2CCN(CC(=O)NCc3ccccc3F)CC2)cc1 | i | i | i | i | i | -0.1 | i | 7 | i | i | i
O=C(CSc1ccc(-c2cccnc2)nn1)N1CCCCCC1 | i | i | i | i | i | -1.3 | i | 20 | i | i | i
CN(c1ccc(OCC(=O)Nc2nc3ccccc3s2)cc1)S(=O)(=O)c1ccccc1 | i | i | i | i | i | 0.1 | i | 43 | i | i | i
CCOC(=O)CNc1c(N2CCN(c3ccccn3)CC2)c(=O)c1=O | i | i | i | -6.5* | i | 0.0 | i | 51 | i | i | i
COc1cccc(NC(=O)CSc2nnc(-c3ccoc3C)n2-c2ccccc2)c1 | i | i | i | i | i | -36 | i | 5 | i | i | i
CC(=O)Nc1ccc(NC(=O)CSc2nc3ccccc3nc2N2CCCCC2)cc1 | i | i | i | i | i | -0.3 | i | 26 | i | i | i
Nc1cc(=O)nc(SCC(=O)NC2CCCCC2)n1-c1ccccc1 | i | i | i | i | i | -0.4 | i | 19 | i | i | i
NSc1nc(N)c2nc(-c3ccccc3)c(-c3ccccc3)nc2n1 | i | i | i | i | i | -0.4 | i | 42 | i | i | i
O=C(CCc1nnc(CCCCc2ccccc2)o1)N1CCCCC1CCO (stereo not given) | i | i | i | i | i | -0.2 | i | 5 | i | i | i
O=C(OC1CCOC1=O)C1CCN(S(=O)(=O)c2c(Cl)cccc2Cl)CC1 (stereo not given) | i | i | i | i | i | -0.2 | i | 35 | i | i | i

Two entries drawn at random from the list so far, as already listed:
SMILES | PolyA inhibitor | MrgX1 agonist | TRPC4 agonist | MrgX1 antag | TRPC4 potent | HIF activator | TRPC6 inh | AI-2 QS mod | TRPC6 act | MrgX1 PAM | TRPC4 block
CCOC(=O)COc1ccc(C(=O)Nc2cccc(Cl)c2C)cc1 | i | i | i | i | i | -0.4 | i | 29 | i | i | i
Nc1cc(=O)nc(SCC(=O)NC2CCCCC2)n1-c1ccccc1 | i | i | i | i | i | -0.4 | i | 19 | i | i | i

(cont.)
SMILES | PolyA inhibitor | MrgX1 agonist | TRPC4 agonist | MrgX1 antag | TRPC4 potent | HIF activator | TRPC6 inh | AI-2 QS mod | TRPC6 act | MrgX1 PAM | TRPC4 block
O=C1C(Cl)=C(Nc2ccccc2O)C(=O)N1CCc1ccccc1 | i | i | i | i | i | -0.2 | i | 8 | i | i | i
Cc1ccc(/C=C/C(=O)Nc2nccs2)o1 | i | i | i | i | i | 0.5 | i | 24 | i | i | i
COCc1c(C(=O)N/N=C/c2ccc(C)o2)nnn1-c1nonc1N | i | i | i | i | i | -0.5 | i | 17 | i | i | i
CCOC(=O)c1c(CN(CC)CC)oc2ccc(OC)cc12 | i | i | i | i | i | 0.3 | i | 3 | i | i | i
O=C(N/N=C/c1cccc([N+](=O)[O-])c1)c1cc2c(ccc3ccccc32)o1 | i | i | i | i | i | -0.3 | i | 5 | i | i | i
CCC(=O)Nc1cc(-c2nc3ncccc3o2)ccc1Cl | i | i | i | i | i | 0.5 | i | 14 | i | i | i
COc1ccccc1CCC(=O)Nc1cccc(S(=O)(=O)N2CCCCCC2)c1 | i | i | i | i | i | -0.4 | i | 21 | i | i | i
CC(C)(Oc1ccc(Cl)cc1)C(=O)NCc1ccncc1 | i | i | i | i | i | -1.0 | i | 7 | i | i | i
COc1ccc(N(CC(=O)NC2CCCCC2)C(=O)c2ccc(C)s2)cc1OC | i | i | i | i | i | -0.4 | i | 29 | i | i | i
CCCCNC(=O)CSc1nc2cc3c(cc2c(=O)n1CCC(=O)NCCc1ccc(OC)c(OC)c1)OCO3 | i | i | i | i | i | 0.2 | i | 10 | i | i | i
Cc1ccc(N2C(=O)C3C=NNC3C2=O)cc1 (stereo not given) | i | i | i | -5* | i | -0.4 | i | 15 | i | i | i
O=C(CCN1C(=O)c2ccccc2C1=O)C1=NN[C@@H]2C(=O)N(c3ccc4c(c3)OCCO4)C(=O)[C@H]12 | i | i | i | i | i | -0.7 | i | 27 | i | i | i
CCN(CC)CCCNC(=O)c1cc(-c2cccc(Cl)c2)on1 | i | i | i | i | i | 0.6 | i | 9 | i | i | i
CCSCCNC(=O)c1cncc(Br)c1 | i | i | i | i | i | -18 | i | 27 | i | i | i
N#Cc1ccc(CSc2nnc(NC(=O)CCc3nc4ccccc4c(=O)[nH]3)s2)cc1 | i | i | i | i | i | -1.2 | i | 17 | i | i | i
COc1ccc(-n2nc3c(c2NC(=O)c2ccc(Br)cc2)CS(=O)C3)cc1 (stereo not given) | i | i | i | i | i | 0.0 | i | 4 | i | i | i
Fc1cccc(CN2CCN(Cc3nc(-c4cnccn4)no3)CC2)c1 | i | i | i | i | i | 0.0 | i | 10 | i | i | i
O=C(COC(=O)Cn1cnc2ccccc2c1=O)Nc1ccc(Cl)cc1 | . | i | i | i | i | -0.2 | i | 16 | i | i | i
Cc1ccc(C2CC(c3ccccc3)=NN2C(=S)Nc2ccccc2)o1 (stereo not given) | i | i | i | i | i | 1.7 | i | 8 | i | i | i
O=C(NCc1ccco1)c1ccc(Br)s1 | i | i | i | i | i | 0.4 | i | 21 | i | i | i
CCOC(=O)[C@@H]1[C@H]2COc3ccccc3[C@H]2N2C(=O)N(c3ccc(C)cc3)C(=O)[C@]12C | i | i | i | i | i | -0.1 | i | 29 | i | i | i
O=C(N/C(=C\c1ccc([N+](=O)[O-])cc1)C(=O)N1CCCCC1)c1ccccc1 | i | i | i | i | i | 0.2 | i | 18 | i | i | i
O=c1ccc2cc(S(=O)(=O)N3CCN(c4ccc(Cl)cc4)CC3)ccc2o1 | i | i | i | i | i | -0.3 | i | 10 | i | i | i
COc1ccc(CC(=O)N2CCCC(C)C2)cc1 (stereo not given) | i | i | i | i | i | 0.1 | i | 11 | i | i | i
CCOc1ccc(-c2c[n+](=O)c3c(n2[O-])CCCC3)c(OCC)c1 | i | i | i | i | i | -0.1 | i | -3 | i | i | i
CCOc1ccc(CCNC(=O)C2(c3ccccc3)CC2)cc1OCC | i | i | i | i | i | -0.2 | i | 7 | i | i | i
CCN1CCN(C(=O)c2oc(=O)c3ccccc3c2-c2ccc(C)cc2)CC1 | i | i | i | i | i | 0.4 | i | 17 | i | i | i
Cc1cc(C)c(N=C2C(=O)Nc3ccccc32)c(C)c1 | i | i | i | i | i | -26 | i | 24 | i | i | i
NC(=O)c1ccccc1NCC(=O)c1ccc(F)cc1 | i | i | i | i | i | 0.4 | i | 8 | i | i | i
Cc1ccccc1NC(=S)NCc1ccc(Cl)cc1 | i | i | i | i | i | 0.3 | i | 0 | i | i | i
Cc1ccc(C(=O)/C=C/C(=O)O)cc1 | i | i | i | i | i | -0.4 | i | -40 | i | i | i
CC(=O)Nc1cccc(N=NN2CCCCC2)c1 | . | i | i | i | i | . | i | 31 | i | i | i
C=C(C)Cn1c(-c2ccncc2)n[nH]c1=S | i | i | i | i | i | -0.1 | i | 6 | i | i | i
O=C(N/N=C/c1ccc(OCC(=O)N2CCCCC2)cc1)c1ccccc1 | i | i | i | i | i | 0.8 | i | 32 | i | i | i
CC1CCN(CCc2nc3cc(NC(=O)COc4ccccc4)ccc3n2C)CC1 | i | i | i | i | i | 0.3 | i | 11 | i | i | i
CCOC(=O)c1c(-c2ccc(OC)cc2)csc1/N=C/C1=C(O)CCCC1=O | i | i | i | i | i | -0.8 | i | 22 | i | i | i

Screening data from PubChem BioAssay.
